DAGLB inhibitor: blocks human DAGLB lipase activity | HEK293T DAGLB membrane lysate, EnzChek fluorogenic substrate | inhibition, % at 5.17 µM | 340,000 compounds, 0.059% hits | AID 504411; in the data active = inhibition above about 34%;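 note: 0% = enzyme with vehicle and 100% = wells lacking enzyme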
Target sequence (Q8NCG7 whole entry, looked up): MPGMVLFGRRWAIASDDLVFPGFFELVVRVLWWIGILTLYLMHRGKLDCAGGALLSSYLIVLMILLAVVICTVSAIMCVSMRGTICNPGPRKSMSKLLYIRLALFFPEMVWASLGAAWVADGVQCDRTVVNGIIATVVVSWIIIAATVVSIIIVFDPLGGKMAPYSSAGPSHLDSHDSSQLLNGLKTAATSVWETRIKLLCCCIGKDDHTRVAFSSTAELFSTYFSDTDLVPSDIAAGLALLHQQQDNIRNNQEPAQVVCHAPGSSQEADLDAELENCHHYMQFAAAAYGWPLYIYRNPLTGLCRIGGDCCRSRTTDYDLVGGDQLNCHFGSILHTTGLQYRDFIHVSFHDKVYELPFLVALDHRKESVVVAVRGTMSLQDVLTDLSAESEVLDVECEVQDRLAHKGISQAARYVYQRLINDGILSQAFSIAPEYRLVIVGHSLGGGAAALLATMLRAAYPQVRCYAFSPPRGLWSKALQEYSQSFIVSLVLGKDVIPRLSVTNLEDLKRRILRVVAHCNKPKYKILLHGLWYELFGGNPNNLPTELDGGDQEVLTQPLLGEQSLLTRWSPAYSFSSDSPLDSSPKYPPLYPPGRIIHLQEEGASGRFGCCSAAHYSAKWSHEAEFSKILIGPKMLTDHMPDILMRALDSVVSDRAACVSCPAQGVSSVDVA
V-ATPase pHluor: yeast V-ATPase proton transport regulation by pHLuorin; S. cerevisiae, pHLuorin cytosolic pH fluorescence; response, % at 10 µM; 350,000 compounds, 0.37% hits; AID 504577; in the data active = response mostly above about 7.3%, no sharp cut-off; inactive = mostly below about 5.4%; note: actives read high; inactives centre near 0; some compounds called inactive have numbers as strong as hits; reference of the scale not given here
Arrestin-AP2 inh: blocks beta-arrestin peptide binding to AP2 adaptin. FITC-arrestin peptide / GST-AP2 beads, flow cytometry; AP2 beta2 appendage carries R879A mutation. inhibition, % at 10 µM. 340,000 compounds, 0.31% hits. AID 504490;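 active = inhibition above a set limit, near 3 SD of compounds lacking own fluorescence, cut at about 54% in these data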;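 note: plate controls were DMSO wells for no effect and 5 µM unlabelled arrestin peptide for full effect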
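System: GST-tagged AP2 beta2-adaptin appendage (R879A) on 4 µm glutathione beads / Reagent: FITC-arrestin peptide, 50 nM / Detection: HyperCyt-sampled flow cytometry, FL1 channel, ex 488/em 535 nm / Timing: 12 min plus 1 h, RT / Buffer or medium: PBS plus Tween 20 (0.05%) and BSA (0.1%)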
PKA-R2B activ: activators of human PKA-R2B complex; P22694+P31323; PKA-R2B holoenzyme dissociation, Cy5-IP20 fluorescence polarization; R2B truncated from residue 108, S112A mutant; 0% DMSO only, 100% 113 µM cGMP; activation, % at 11.4 µM; 340,000 compounds, 0.079% hits;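 active = activation above a cutoff set at the mean over all compounds plus 3 SD, cut at about 18% in these data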;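 note: higher means more holoenzyme dissociation and a rise in polarization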
MOR-DOR ag: OPRM1-OPRD1 heterodimerization agonism | cells, luminescence | AID 504326 | 340,000 compounds, 0.3% hits | P35372+P41143 | activation, % at 9.3 µM; in the data active = activation above about 18%;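 note: 0% = vehicle-treated cells and 100% = reference agonist; values of inactives mirror those of a sister screen read the other way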
MOR-DOR inv ag: inverse agonists of human mu-delta opioid receptor heterodimerization; P35372+P41143; 340,000 compounds, 0.21% hits; inhibition, % at 9.3 µM; cell-based MOR-DOR heterodimer luminescence, inverse agonism; AID 504357; in the data active = inhibition above about 22%, passing the limit was not always enough;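 note: 0% = cells with DMSO and 100% = wells without cells with DMSO; values of inactives mirror those of a sister screen read the other way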
PKA-R1A act: activators of PKA-R1A complex | PKA-R1A dissociation, Cy5-IP20 fluorescence polarization; scaled: DMSO 0%, 113 µM cGMP 100% | activation, % at 11.4 µM | 340,000 compounds, 0.083% hits;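 active = percent activation above the mean of all tested compounds plus 3 SD, cut at about 19% in these data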;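 note: higher means more PKAc released from R1A so a rise in polarization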
DSG3 Ab inh: inhibitors of pemphigus antibody binding to human desmoglein-3; binding (percent of control), % at 10 µM; 310,000 compounds, 0.48% hits; P32926; DSG3-coupled beads, scFv-anti-DSG3-GFP binding, flow cytometry; hits give low values;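 active = binding more than 3 SD below its plate's average and above zero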;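 note: hits lower antibody fragment binding to DSG3; some compounds called inactive have numbers as strong as hits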
HTR5A ag ctr: activates human HTR5A in OPRM1-OPRD1 agonist counter-screen; P47898; HTR5A agonist assay, luminescence, cell-based; activation, % at 9.3 µM; 340,000 compounds, 0.61% hits; in the data active = activation mostly above about 9.5%, no sharp cut-off; inactive = mostly below about 7.6%;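 note: 0% = cells with vehicle only and 100% = reference agonist; strong numbers were not always called active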
Target sequence (P47898 whole entry, looked up): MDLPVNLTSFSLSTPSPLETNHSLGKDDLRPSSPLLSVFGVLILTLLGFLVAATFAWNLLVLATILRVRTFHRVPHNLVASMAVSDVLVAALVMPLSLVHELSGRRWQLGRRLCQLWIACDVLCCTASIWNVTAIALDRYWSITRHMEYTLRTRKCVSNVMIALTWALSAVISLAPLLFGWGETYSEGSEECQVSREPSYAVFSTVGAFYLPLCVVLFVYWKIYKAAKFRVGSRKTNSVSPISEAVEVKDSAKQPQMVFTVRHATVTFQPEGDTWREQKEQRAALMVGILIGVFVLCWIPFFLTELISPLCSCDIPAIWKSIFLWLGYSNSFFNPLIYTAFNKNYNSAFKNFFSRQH
HTR5A inv ag: HTR5A inverse agonism, opioid heterodimer counter-screen; 340,000 compounds, 0.083% hits; inhibition, % at 9.3 µM; P47898; HTR5A cell line, luminescence; in the data active = inhibition mostly above about 23%, no sharp cut-off; inactive = mostly below about 18%;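 note: 0% = cells with DMSO and 100% = no-cell wells with DMSO; some compounds called inactive have numbers as strong as hits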
The depositor's hits bear a star; · = not tested or not shown.

1. O=C1CCCN2N=C(SCC(=O)Nc3nccs3)SC2=N1
2. CCN=c1sc(C(=O)NCCc2ccccc2)cc(=O)n1CC
3. CCC1CCC(C(=O)NC(C(=O)NCCN2CCOCC2)C(C)C)CC1 (configuration not stated)
4. CCN(CC)CCNC(=O)CCc1nn(C)c(=O)c2ccccc12
5. Cc1cc(CN(C)C(=O)CC2C(=O)NCCN2Cc2c(F)cccc2Cl)n[nH]1 (configuration not stated)
6. CCc1ccc2[nH]c(=O)c(CN(Cc3ccc(F)cc3)C(c3nnnn3CCN3CCOCC3)C(C)C)cc2c1 (configuration not stated)
7. CCN1CC=C2C(C#N)=C(N)C(C#N)(C#N)[C@H](c3ccoc3)[C@H]2C1
8. CSc1nc2c(c(=O)[nH]c(=O)n2C)n1Cc1ccc(Cl)cc1
9. O=C(Nc1ccccc1)c1ccc2nsnc2c1
10. COc1cc(C(=O)NC2CCN(C)CC2)ccc1Nc1ncc2c(n1)N(Cc1ccccc1)CCC(=O)N2C

assay / entry	1	2	3	4	5	6	7	8	9	10
DAGLB inhibitor	2	-5	-2	-3	1	1	-10	4	-1	0
V-ATPase pHluor	0	-5	2	-1	-2	0	-2	3	-4	1
Arrestin-AP2 inh	9	18	30	7	4	-11	1	29	8	19
PKA-R2B activ	2	0	17	2	1	-2	-2	-1	-7	7
MOR-DOR ag	-2.5	-2.1	0.1	-3.9	-3.0	-1.9	6.7	-0.7	-0.4	-2.3
MOR-DOR inv ag	12	13	-1	22	15	10	-33	4	2	13
PKA-R1A act	9	3	4	-11	-6	-10	-19	-3	2	-6
DSG3 Ab inh	·	103	·	106	100	95	117	116	99	99
HTR5A ag ctr	1	2	1	4	-4	-1	1	2	3	4
HTR5A inv ag	-27	13	-4	3	10	5	-9	-67	-15	-9

Part of the list above, showing only MOR-DOR ag and DSG3 Ab inh:
entry | SMILES | MOR-DOR ag | DSG3 Ab inh
5 | Cc1cc(CN(C)C(=O)CC2C(=O)NCCN2Cc2c(F)cccc2Cl)n[nH]1 (configuration not stated) | -3.0 | 100
6 | CCc1ccc2[nH]c(=O)c(CN(Cc3ccc(F)cc3)C(c3nnnn3CCN3CCOCC3)C(C)C)cc2c1 (configuration not stated) | -1.9 | 95
7 | CCN1CC=C2C(C#N)=C(N)C(C#N)(C#N)[C@H](c3ccoc3)[C@H]2C1 | 6.7 | 117
8 | CSc1nc2c(c(=O)[nH]c(=O)n2C)n1Cc1ccc(Cl)cc1 | -0.7 | 116
9 | O=C(Nc1ccccc1)c1ccc2nsnc2c1 | -0.4 | 99

(next part)
11. Cc1nc(C)c(Cc2ccccc2Cl)c(=O)[nH]1
12. N#C/C(=C(/O)CSc1nnc(Cc2cccs2)n1C1CCCCC1)c1nc2ccccc2[nH]1
13. O=C(Cc1ncc(C(F)(F)F)cc1Cl)NNc1cccc(F)n1
14. O=C(CSc1nccn1-c1ccccc1)c1ccc(Cl)cc1
15. Cn1c(SCc2nc3ccccc3n2CCO)nc2ccccc21
16. CC(=O)c1cc(CN2C(=O)CCC2=O)cs1
17. Cc1ccc(S(=O)(=O)N(C)c2ccc(C(=O)Nc3ccc(C)cn3)cc2)cc1
18. COc1ccc(-c2cc(C(=O)Oc3ccc([N+](=O)[O-])cc3)c3ccccc3n2)cc1
19. CCOc1ccc(NC(=O)Nc2cccc(C)n2)cc1
20. CCC(C(=O)NCC1CCCO1)N(C(=O)CNS(=O)(=O)c1ccccc1)c1ccc(F)cc1 (configuration not stated)

assay / entry	11	12	13	14	15	16	17	18	19	20
DAGLB inhibitor	1	5	1	-3	0	2	-5	1	-1	1
V-ATPase pHluor	3	-2	1	-5	-3	0	2	-1	-2	-4
Arrestin-AP2 inh	-9	5	6	-6	5	2	28	-2	23	-3
PKA-R2B activ	2	0	4	-6	6	-5	9	4	-4	-12
MOR-DOR ag	-2.6	-0.8	-1.7	-0.2	-1.4	1.4	-1.0	-3.1	-0.3	-1.1
MOR-DOR inv ag	13	4	10	1	9	-9	5	19	2	8
PKA-R1A act	-1	-4	0	-15	-4	7	0	1	-12	0
DSG3 Ab inh	78	114	92	·	·	99	99	103	91	·
HTR5A ag ctr	3	-3	-2	0	-2	-7	-1	3	-1	2
HTR5A inv ag	-27	3	7	1	6	18	2	18	4	-12

21. CCOC(=O)c1cnc(SC2CC(=O)N(c3ccc(OC)c(OC)c3)C2=O)nc1N (configuration not stated)
22. CS(=O)(=O)N1CCN(c2ccccc2NC(=O)CSc2ccc(Cl)cc2)CC1
23. CCC(Oc1ccccc1)C(=O)Nc1cc(C(F)(F)F)ccc1N1CCOCC1 (configuration not stated)
24. COc1ccc(-c2c(C(C)=O)c(C)nc3sc4c(c23)NC(c2ccccc2)NC4=O)cc1 (configuration not stated)
25. CCCC(=O)N1CCN(c2ccc(NC(=O)c3ccc([N+](=O)[O-])o3)cc2Cl)CC1
26. O=C(Nc1ccc2nc(-c3ccccc3)[nH]c2c1)c1cccs1
27. CN(Cc1ccccc1)C(=O)CN1C(=O)NC2(CCCC2)C1=O
28. O=C(NCc1ccc2c(c1)OCO2)c1c[nH]c2ccc(S(=O)(=O)N3CCOCC3)cc2c1=O
29. CCOc1ccccc1NC(=O)c1ccccc1NS(C)(=O)=O
30. CCC(=O)NC(c1ccc([N+](=O)[O-])cc1)c1c(O)ccc2ccccc12 (configuration not stated)

assay / entry	21	22	23	24	25	26	27	28	29	30
DAGLB inhibitor	-2	1	-12	3	2	0	0	1	1	-1
V-ATPase pHluor	-2	2	6	-62	1	3	6	-3	-1	0
Arrestin-AP2 inh	23	0	6	9	9	0	-2	-3	-10	2
PKA-R2B activ	6	-3	-2	-1	-7	-4	-10	-4	-2	-9
MOR-DOR ag	-4.0	-3.1	1.4	-2.8	7.6	-0.8	-0.8	3.8	-2.9	-2.3
MOR-DOR inv ag	19	17	-8	15	-37	5	3	-20	17	13
PKA-R1A act	-9	-8	-5	3	1	-10	-18	-4	-10	-3
DSG3 Ab inh	95	105	101	94	96	85	·	91	99	100
HTR5A ag ctr	1	8	3	-1	1	1	1	2	1	-7
HTR5A inv ag	3	-20	-44	5	25	13	-2	11	-13	-10

31. Cc1cccc(NC(=S)N(CCN2CCOCC2)Cc2cc3cc4c(cc3[nH]c2=O)OCCO4)c1
32. O=[N+]([O-])c1ccc(/C=[N+](\[O-])[C@@H]2CCCC[C@@H]2/[N+]([O-])=C/c2ccc([N+](=O)[O-])o2)o1
33. CCC(C)[C@H](NC(=O)N1CCn2c1nc1ccccc12)C(=O)NCCc1ccccc1 (some centres not stated)
34. CCn1c(SCC(=O)Nc2ccc(OC)cc2)nc2c1c(=O)n(C)c(=O)n2C
35. CC(C)c1nnc(NC(=O)Cc2ccccc2[N+](=O)[O-])s1
36. CCOC(=O)CN(C(=O)Cn1nnc2ccccc21)C(C(=O)NCCOC)c1ccccc1C (configuration not stated)
37. C[C@H]1Cn2cnc(C(=O)Nc3cccc(Cl)c3)c2C(=O)N1
38. O=C(NC1CCCCC1)c1ccc(Br)o1
39. O=C(CSc1nnc(C2CC2)n1CC1CCCO1)Nc1ccc(Cl)cc1 (configuration not stated)
40. Cc1oc2cc(O)cc(C)c2c(=O)c1-c1cnn(-c2ccccc2)c1

assay / entry	31	32	33	34	35	36	37	38	39	40
DAGLB inhibitor	2	1	-2	-1	1	4	-3	-8	-1	-8
V-ATPase pHluor	-2	-1	-2	4	1	3	0	-2	1	0
Arrestin-AP2 inh	-2	-20	-6	11	58*	9	·	-7	-4	11
PKA-R2B activ	0	7	4	-10	-1	-4	-10	18*	-9	-8
MOR-DOR ag	0.7	3.3	·	3.0	-1.3	-1.4	·	1.3	-1.0	2.1
MOR-DOR inv ag	-3	-16	·	-24	7	8	·	-7	7	-9
PKA-R1A act	1	3	2	-7	-9	0	1	-9	4	-4
DSG3 Ab inh	103	98	101	100	100	97	·	89	·	105
HTR5A ag ctr	-2	-4	·	7	0	2	·	3	-3	6
HTR5A inv ag	5	13	·	-21	-1	10	·	17	-8	-20

Retrieved by compound from above, 2 records:
39. O=C(CSc1nnc(C2CC2)n1CC1CCCO1)Nc1ccc(Cl)cc1 (configuration not stated)
38. O=C(NC1CCCCC1)c1ccc(Br)o1

assay / entry	39	38
DAGLB inhibitor	-1	-8
V-ATPase pHluor	1	-2
Arrestin-AP2 inh	-4	-7
PKA-R2B activ	-9	18*
MOR-DOR ag	-1.0	1.3
MOR-DOR inv ag	7	-7
PKA-R1A act	4	-9
DSG3 Ab inh	·	89
HTR5A ag ctr	-3	3
HTR5A inv ag	-8	17

Remaining list, next part
41. COc1ccc(C)cc1Nc1nc(C)nc2sc(C)cc12
42. COC(=O)c1cccc(NC(=O)CN2C(=O)c3ccccc3C2=O)c1
43. COc1ccc(S(=O)(=O)N2CCN(c3c(C)cccc3C)CC2)cc1OC
44. O=C(CSc1nnc(-c2ccccc2Cl)o1)Oc1ccc(Br)cc1
45. CCCn1c(SCC(=O)N2c3ccccc3Sc3ccccc32)nc2ccccc21
46. COc1ccc(NS(=O)(=O)c2ccc(C(=O)N3CCN(Cc4ccccc4)CC3)cc2)cc1
47. CCOC(=O)CNC(c1ccccc1)c1cc(Br)ccc1NC(=O)OCC (configuration not stated)

assay / entry	41	42	43	44	45	46	47
DAGLB inhibitor	-4	-2	-9	-1	-9	-1	-21
V-ATPase pHluor	2	-5	-3	4	-2	0	2
Arrestin-AP2 inh	9	4	4	-10	-2	6	1
PKA-R2B activ	-1	7	-9	5	-10	-9	-2
MOR-DOR ag	-1.3	1.9	0.9	0.9	2.7	-0.4	7.5
MOR-DOR inv ag	6	-9	-5	-6	-13	2	-42
PKA-R1A act	1	4	-12	3	-6	5	0
DSG3 Ab inh	104	110	108	101	87	100	·
HTR5A ag ctr	0	3	-1	-2	-1	2	7
HTR5A inv ag	1	-9	3	22	21	-28	-30

Bioassay records (PubChem BioAssay)
